Compound activity deposited in PubChem BioAssay by several laboratories.
STK33 inh: inhibitors of purified STK33 kinase, primary screen, biochemical, ADP-Glo luminescence, homogeneous, cell-free; Serine/threonine-protein kinase 33 (Homo sapiens), Q9BYT3; MBP phosphorylation; inhibition, % at 10 µM; 320,000 compounds, 0.073% hits; AID 2661, 2010;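 active = inhibition at or above 25%, using the most active replicate where run in duplicate; inactive = inhibition below 25%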
Target sequence (Q9BYT3 whole entry, looked up): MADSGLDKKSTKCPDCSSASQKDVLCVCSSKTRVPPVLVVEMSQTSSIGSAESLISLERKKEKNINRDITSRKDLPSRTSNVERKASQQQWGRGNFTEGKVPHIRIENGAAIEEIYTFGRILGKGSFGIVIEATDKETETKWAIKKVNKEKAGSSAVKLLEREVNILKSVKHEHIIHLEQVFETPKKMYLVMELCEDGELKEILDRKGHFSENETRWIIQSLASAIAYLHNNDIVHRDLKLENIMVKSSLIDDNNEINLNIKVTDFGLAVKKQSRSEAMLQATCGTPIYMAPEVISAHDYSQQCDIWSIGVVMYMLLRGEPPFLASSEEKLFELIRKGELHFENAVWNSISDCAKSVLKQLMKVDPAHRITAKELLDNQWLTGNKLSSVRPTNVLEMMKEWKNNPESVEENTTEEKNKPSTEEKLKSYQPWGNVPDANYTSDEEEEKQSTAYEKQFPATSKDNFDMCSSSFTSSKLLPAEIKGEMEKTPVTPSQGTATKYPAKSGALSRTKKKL
CHT allo act: CHT positive allosteric modulators, primary screen, cell-based, membrane potential dye, choline EC20. High affinity choline transporter 1 (Homo sapiens), Q9GZV3. CHT-expressing cells; stronger effect = higher value; LV-AA mutant CHT in HEK293 cells. B-score at 10 µM. 310,000 compounds, 0.49% hits. AID 488977, 2010;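 active = initial fluorescence not abnormally high and integrated response B-score, plate-corrected, over 3 SD above library mean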
Target sequence (Q9GZV3 whole entry, looked up): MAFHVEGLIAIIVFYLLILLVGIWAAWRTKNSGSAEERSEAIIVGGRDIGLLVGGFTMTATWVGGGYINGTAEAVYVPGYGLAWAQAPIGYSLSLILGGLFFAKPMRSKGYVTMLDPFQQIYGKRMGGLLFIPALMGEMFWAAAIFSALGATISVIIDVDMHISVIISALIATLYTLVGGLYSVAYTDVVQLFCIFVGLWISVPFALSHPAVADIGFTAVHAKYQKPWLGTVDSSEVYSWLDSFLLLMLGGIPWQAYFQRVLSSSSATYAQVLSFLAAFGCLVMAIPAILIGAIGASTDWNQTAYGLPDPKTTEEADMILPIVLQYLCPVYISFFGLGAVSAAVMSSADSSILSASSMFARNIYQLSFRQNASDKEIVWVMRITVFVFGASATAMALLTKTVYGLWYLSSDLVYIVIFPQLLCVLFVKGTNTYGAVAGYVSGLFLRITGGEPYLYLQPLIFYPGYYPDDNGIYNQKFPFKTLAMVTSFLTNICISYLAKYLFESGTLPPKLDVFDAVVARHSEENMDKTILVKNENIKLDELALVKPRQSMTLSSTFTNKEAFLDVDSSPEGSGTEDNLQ
CHT inh: inhibitors of human choline transporter CHT | High affinity choline transporter 1 (Homo sapiens), Q9GZV3 | 310,000 compounds, 0.86% hits | CHT-expressing cells, membrane potential dye, choline response; stronger effect = lower value | B-score at 10 µM;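 active = B-score over 3 SD under the library average, and starting fluorescence ratio not unusually high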;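 also: choline stimulus applied at its EC90 after an EC20 pre-addition; B-score computed on integrated fluorescence ratio after choline addition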
Starred values were filed as active, the others as inactive; i = inactive; . = no result given.

SMILES	STK33 inh	CHT allo act	CHT inh
Cc1cccc(NC(=S)N2CCN(C(=O)C3CCCO3)CC2)c1 (stereo not drawn)	-0.2	i	i
COc1ccccc1N1CCN(c2ncc(C(=O)N3CCN(c4cccc(Cl)c4)CC3)c3ccccc23)CC1	-1.2	i	i
COc1ccc(CCn2c(O)cc3nn(-c4nc5ccccc5s4)c(=O)c-3c2C)cc1	-1.7	i	i
Cc1ccc(/C=C2\SC(=S)N(/N=C/c3cc([N+](=O)[O-])ccc3O)C2=O)o1	0.2	i	i
Cc1cc2cc(CNC(=O)C3CCCC3)ccc2n1C	-0.6	i	i
CCCOCC1CC(CCc2nc(=S)[nH][nH]2)C(=O)O1 (stereo not drawn)	-1.3	i	i
Cc1onc(-c2ccccc2)c1C(=O)NCC1COc2ccccc2O1 (stereo not drawn)	.	i	i
O=C(NN=C1CCC(c2ccccc2)CC1)c1ccccc1-n1cccc1 (stereo not drawn)	.	i	i
COc1cc2c(cc1OC)CN(Cc1ccc(F)cc1)CC2	-0.6	i	i
O=C(c1cc2ccccc2oc1=O)N(Cc1cccs1)CC1CCCO1 (stereo not drawn)	-1.0	i	i
O=C(COC(=O)[C@H](Cc1c[nH]c2ccccc12)NC(=O)c1ccc(Cl)cc1)Nc1ccc2c(c1)OCO2	-2.4	i	i
Cc1nn(C)c(Oc2ccccc2)c1CCNC(=O)CC(C)C	0.5	i	i
CC(C)NC(=O)NC(=O)COC(=O)c1cccc(S(=O)(=O)N2CCCCC2)c1	-0.7	i	i
Oc1ccc(C=Nc2ccc3ncccc3c2)c(O)c1	-1.0	i	i
Nc1cccc2c1C(=O)N(C(=O)/C=C/c1ccc(F)cc1)C2=O	0.3	i	i
COc1ccc(NC2c3ncccc3C(=O)N2Cc2ccccc2)c(OC)c1 (stereo not drawn)	-0.2	i	i
O=C(NCc1cccc(Cl)c1)c1ccc(-c2csnn2)cc1	-1.6	i	i
CCOc1ccccc1C(=O)N(C)Cc1cc2ccccc2[nH]c1=O	0.8	i	i
O=C(Nc1csc(Cc2c(Cl)cccc2Cl)n1)NN1CCOCC1	-0.3	i	i
Cc1ccnc(NC(=O)c2cc(-c3ccc(Cl)s3)nc3ccccc23)c1	-1.9	i	i
Cc1cccc2nc(-c3ccco3)c(Nc3ccccc3)n12	-1.3	i	i
CCN1CCSc2ccc(C(=O)NCc3ccccc3C)cc21	-0.9	i	i
N#CC(C#N)=C/C(C#N)=C(/N)N1CCN(c2ccc(Cl)cc2)CC1	-0.1	i	i
O=C(N/C(=C\c1ccccc1)C(=O)N1CCN(CCO)CC1)c1ccccc1	-3.6	i	i
CCC(C)NC(=O)CN(c1cc(C)ccc1OC)S(C)(=O)=O (stereo not drawn)	-0.2	i	i

Among those listed so far, these have four or more nitrogen atoms:
SMILES	STK33 inh	CHT allo act	CHT inh
COc1ccccc1N1CCN(c2ncc(C(=O)N3CCN(c4cccc(Cl)c4)CC3)c3ccccc23)CC1	-1.2	i	i
COc1ccc(CCn2c(O)cc3nn(-c4nc5ccccc5s4)c(=O)c-3c2C)cc1	-1.7	i	i
O=C(Nc1csc(Cc2c(Cl)cccc2Cl)n1)NN1CCOCC1	-0.3	i	i
N#CC(C#N)=C/C(C#N)=C(/N)N1CCN(c2ccc(Cl)cc2)CC1	-0.1	i	i

Arranged by value in STK33 inh (highest first): six of the compounds above
SMILES | STK33 inh | CHT inh
COc1ccc(NC2c3ncccc3C(=O)N2Cc2ccccc2)c(OC)c1 (stereo not drawn) | -0.2 | i
Oc1ccc(C=Nc2ccc3ncccc3c2)c(O)c1 | -1.0 | i
COc1ccccc1N1CCN(c2ncc(C(=O)N3CCN(c4cccc(Cl)c4)CC3)c3ccccc23)CC1 | -1.2 | i
Cc1cccc2nc(-c3ccco3)c(Nc3ccccc3)n12 | -1.3 | i
O=C(NCc1cccc(Cl)c1)c1ccc(-c2csnn2)cc1 | -1.6 | i
Cc1ccnc(NC(=O)c2cc(-c3ccc(Cl)s3)nc3ccccc23)c1 | -1.9 | i

(cont.)
SMILES	STK33 inh	CHT allo act	CHT inh
CC1Sc2ccc(S(=O)(=O)N3CCC(C(=O)N4CCN(C)CC4)CC3)cc2NC1=O (stereo not drawn)	7.9	i	i
CCCOc1ccc(C2=NNC(c3cccs3)=Nc3ccc(OC)cc32)cc1	-1.3	i	i
COC(=O)C1C(c2ccccc2)C(C(=O)N2CCOCC2)C1c1ccccc1 (stereo not drawn)	0.2	i	i
Cc1ccc(C(=O)Nc2cccc(C(F)(F)F)c2)cc1Nc1ncnc2nc[nH]c12	-0.3	i	i
COc1ccc(OCCOc2ccc(C)nc2[N+](=O)[O-])cc1	-1.3	i	i
O=C(NNS(=O)(=O)c1ccc2ccccc2c1)c1cc(-c2ccccn2)nc2ccccc12	1.0	i	i
O=C(O)c1cc(-c2cccs2)nn1-c1ccc(F)cc1	-0.5	i	i
Cc1c(C=O)c2ccccn2c1C(=O)c1ccc(F)cc1	0.6	i	i
Cc1ccc(CN2C(=O)C(C)(C)Oc3ccc(C(=O)N4CCCCC4)cc32)cc1	-0.1	i	i
O=C(NN1C(=O)/C(=C/c2ccc(O)cc2)SC1=S)c1cccc(O)c1	-0.8	i	-9.4*
CC(=O)c1c(C)[nH]c(C(=O)CN2C(=O)NC(C)(c3ccc(C)cc3)C2=O)c1C (stereo not drawn)	0.4	i	i
COc1ccc(C2(CNC(=O)C(=O)Nc3ccc(C)cc3)CCOCC2)cc1	-0.1	i	i
Cc1ccc(CN(C(=O)c2cc(=O)c3cc(C)cc(C)c3o2)C2CCS(=O)(=O)C2)cc1 (stereo not drawn)	1.8	i	i
CCN(CC)S(=O)(=O)c1cc(C(=O)OC)ccc1Cl	-0.9	i	i
CCCCNC(=O)O[C@H]1C[C@@H]2CCN3C(=O)CCC(C)(C)[C@H](C1)[C@H]23	0.1	i	i
COc1ccc(Cc2nnc(NC(=O)c3cccc(F)c3)s2)cc1OC	-0.8	i	i
O=C1C2=C(NC(=S)NC2c2ccc(Cl)cc2)NC(c2ccc(Cl)cc2)N1c1ccc(Cl)cc1 (stereo not drawn)	-2.6	i	i
CCN(CC)c1ccc2cc(NC(=O)CCC(=O)O)c(=O)oc2c1	-0.9	i	i
Cc1noc(C)c1S(=O)(=O)N1CCC(C(=O)N2CCC(C)CC2)CC1	1.6	i	i
CCCn1c(=O)c(-c2ccccc2)c(O)c2ccccc21	0.3	i	i
CCCCCSc1nnc(C)c(=O)[nH]1	0.3	i	i
COc1cccc(NC(=O)CCC(=O)NCc2ccco2)c1	-2.4	i	i
CC(=O)c1ccc(N2CCN(Cc3nc(Cc4ccccc4)no3)CC2)cc1	1.1	i	i
Cc1ccc(NC(=O)c2ccc(C(C)(C)C)cc2)cc1[N+](=O)[O-]	0.2	i	i
Oc1c(/C=N/Nc2cccc3cccnc23)ccc2ccccc12	0.0	i	i

(continued)
SMILES	STK33 inh	CHT allo act	CHT inh
FC(F)(F)c1ccc(Sc2nnc(-c3cccs3)n2CC2CCCO2)nc1 (stereo not drawn)	-1.7	i	i
Cc1ccnc(NS(=O)(=O)c2ccc(N3C(=O)C4CCCCC4C3=O)cc2)n1 (stereo not drawn)	-1.9	i	i
COc1ccccc1NC(NC(=O)c1ccco1)C(=O)c1ccccc1 (stereo not drawn)	-1.7	i	i
COc1ccccc1C(C)NC(=O)c1cc(=O)[nH]c2ccccc12 (stereo not drawn)	-0.7	i	i
Cc1nn(C)cc1CN1CCCC(C(=O)c2ccc(-c3ccccc3)c(F)c2)C1 (stereo not drawn)	0.1	i	i
N#C/C(=C\c1cn(CCOc2ccccc2)c2ccccc12)C(=O)NCc1cccs1	-1.3	i	i
O=C1CC(NS(=O)(=O)c2cc(F)ccc2F)CN1c1ccc2c(c1)OCCO2 (stereo not drawn)	1.0	i	i
COc1ccc(OC)c(-c2csc(NC(=O)Cc3ccccc3OC)n2)c1	-0.2	i	i
CN(C)CCN(C(=O)/C=C/c1cccs1)c1nc2ccc(F)cc2s1	.	i	i
CN(CC(=O)Nc1ccc(Cl)c(C(F)(F)F)c1)C(=O)CC1Sc2ccccc2NC1=O (stereo not drawn)	-2.1	i	i
Nc1nc(Nc2cccc(F)c2)nc(N2CCOCC2)c1[N+](=O)[O-]	4.9	i	i
Cn1c(SCC(=O)N2CCOCC2)nnc1-c1ccco1	-1.1	i	i
O=C(c1cccc(S(=O)(=O)Nc2ccccc2Cl)c1)N1CCC1	-0.7	i	i
Nc1ncnc2c1ncn2CCN1CCCCC1	-1.1	i	i
c1ccc(Cc2cc[n+](Cc3ccccc3)cc2)cc1	-0.4	i	i
CCOC(=O)CC(=O)CSc1nc(C)cc(-c2cccnc2)c1C#N	-0.6	i	i
CCOc1ccc(C2C3=C(CCCC3=O)N(CC(=O)O)C3=C2C(=O)CCC3)cc1	3.1	i	i
CCc1[nH]c(C(=O)O)c(C)c1C(=O)OC	-1.3	i	i
Cc1ccc(C)c(NNC(N)=S)c1	-1.1	i	i
O=C(Cc1cccs1)Nc1ccc(-c2nnc(-c3ccccc3)o2)cc1	-1.0	i	i
CCOC(=O)CC(NC(=O)c1ccccc1)c1ccc(OC)cc1 (stereo not drawn)	-0.4	i	i
Cc1cccc(CC2S/C(=N/c3ccccn3)NC2=O)c1 (stereo not drawn)	-0.6	i	i
CN(C)/C=N/NC(=O)C1Cc2c(ccc3ccccc23)O1 (stereo not drawn)	-0.5	i	i
COc1ccc(/C=N/NC(=O)c2c(Br)cnn2C)c2ccccc12	0.5	i	i
CCC1Oc2ccccc2N(CC(=O)NCCCN2CCOCC2)C1=O (stereo not drawn)	-1.2	i	i

Further results follow:
SMILES	STK33 inh	CHT allo act	CHT inh
COc1ccccc1C(=O)COC(=O)c1cccc(S(=O)(=O)N2CCCC2)c1	-1.6	i	i
Cc1cc(N2CCN(c3ccc(F)cc3)CC2)nc(-c2ccccc2)n1	2.4	i	i
CC(=O)/C(N=Nc1ccc(C(=O)O)cc1)=C(\C)O	3.8	i	i
COc1ccc(NC(=O)CS(=O)(=O)c2cn(CC(=O)N3CCOCC3)c3ccccc23)cc1OC	-2.0	i	i
CCCC(=O)Nc1cccn(Cc2ccccc2Br)c1=O	-0.1	i	i
O=C(CN1CCCCC1)Nc1cccc(Oc2ccccc2)c1	0.4	i	i
COc1cc(/C=C(\NC(C)=O)C(=O)Nc2ccccc2C)ccc1OC(C)=O	-1.2	i	i
Cc1c(CCOC(=O)c2cccc([N+](=O)[O-])c2)sc[n+]1CC(=O)c1ccccc1	1.2	i	i
CCc1c(O)nc2ccccn2c1=O	0.4	i	i
CCOC(=O)c1ccc(NC(=O)CSc2ccc(-c3cccnc3)nn2)cc1	0.4	i	i
O=C(NC1=C(Nc2ccc(Cl)cc2)C(=O)c2ccccc2C1=O)c1ccccc1	1.3	i	i
Clc1cccc(CSc2nnc(-c3cccnc3)n2Cc2ccco2)c1	0.3	i	i
CCN(CC)C(=O)n1c(Cc2ccccc2)nc2ccccc21	-0.7	i	i
CCCCC(=O)NC(=S)Nc1ccc(Cl)c(C(=O)O)c1	-0.7	i	i
Cc1cccc(/C=N/n2c(COc3ccccc3)n[nH]c2=S)c1	-0.3	i	i
COc1ccc(-n2nnnc2-c2nc3ccccc3s2)cc1	6.3	i	i
CCCCc1ccc(NC(=O)N2CCNC(=O)C2CC(=O)Nc2ccsc2C(=O)OC)cc1 (stereo not drawn)	-0.7	i	i
CC(=O)Nc1ccc(OCC[n+]2cccc(C(N)=O)c2)cc1	0.8	i	i
CN1CCN(c2ccc(C(=O)c3ccc(Br)cc3)cc2[N+](=O)[O-])CC1	2.6	i	i
Fc1ccccc1Nc1nc2ccccc2o1	-0.1	i	i
CC1CCCN(C(=O)COC(=O)c2cccc(NS(=O)(=O)c3ccccc3)c2)C1 (stereo not drawn)	-0.9	i	i
C=CCN(CC=C)C(=O)C1CCN(Cc2ccc(OCc3ccccc3)cc2)CC1	-1.7	i	i
COc1ccc(/C=N/Nc2nc(C)c([N+](=O)[O-])c(N(C)c3ccccc3)n2)cc1OC	-0.4	i	i
Cc1ccc(C(=O)N/C(=C\c2ccco2)C(=O)NCCc2c[nH]c3ccccc23)cc1	-1.1	i	i
CCC(=O)Nc1cccc(-c2nc3ccc(C)cc3o2)c1	0.2	i	i

Structures listed above that bear a hit mark in CHT inh.
| compound | STK33 inh | CHT inh |
| --- | --- | --- |
| O=C(NN1C(=O)/C(=C/c2ccc(O)cc2)SC1=S)c1cccc(O)c1 | -0.8 | -9.4* |

Retrieved by compound from the entries so far, 2 records:
SMILES	STK33 inh	CHT allo act	CHT inh
Clc1cccc(CSc2nnc(-c3cccnc3)n2Cc2ccco2)c1	0.3	i	i
Cc1c(CCOC(=O)c2cccc([N+](=O)[O-])c2)sc[n+]1CC(=O)c1ccccc1	1.2	i	i

Next section.
SMILES	STK33 inh	CHT allo act	CHT inh
O=C1/C(=C/c2ccccc2Cl)SC(=S)N1CCCC(=O)N(CCO)c1ccccc1	-1.0	i	i
O=C(CSc1nc2ccccc2[nH]1)Nc1ccccc1F	-0.8	i	i
COc1ccccc1NS(=O)(=O)c1cc(-c2cnc(C3CC3)o2)ccc1C	-0.6	i	i
O=C(NCc1ccc(OC(F)(F)F)cc1)c1ccc2c(c1)S(=O)(=O)c1ccccc1C2=O	0.2	i	i
Cc1cc(C(=O)NC2CCCN(Cc3ccc(Cl)cc3)C2)n(C)n1 (stereo not drawn)	-1.9	i	i
OCC1(Cc2ccc(F)cc2)CCCN(CCCC(F)(F)F)C1 (stereo not drawn)	-0.3	i	i
O=C(Nc1ccc(S(=O)(=O)N2CCCC2)cc1)c1ccc(Br)o1	2.0	i	i
O=C(NC1CCN(Cc2ccccc2)CC1)c1cn(-c2ccccc2)nc1-c1cccnc1	-0.6	i	i
O=C1CC(C(=O)N2CCc3ccccc32)CN1c1ccccc1 (stereo not drawn)	-4.8	i	i
